From PubChem
Sm TGR inh: qHTS Assay for the Inhibitors of Schistosoma Mansoni Peroxiredoxins; AID 485364, 2010; Schistosoma mansoni thioredoxin glutathione reductase (TGR), Q962Y6; hit rate 3% among 360,000; Potency, µM (titrated, usually from 114 µM), without a hit: at the top dose activity change, negative = inhibition, actives largely listed as inhibitors; purified TGR, DTNB reduction, TNB absorbance 405 nm; note: potency is the fitted concentration of half-maximal effect; nearly all actives have a fitted effect of over 60% in size
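TGR 20 nM + NADPH 100 uM (dispensed conc.), cpd preinc 15 min RT; start with NADPH (500 uM addition) then DTNB (15 mM addition). Kinetic TNB absorbance, 405 nm filter. Four-parameter Hill fit across titration.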
HCMV inh: qHTS Assay for inhibitors of the human cytomegalovirus (HCMV); hit rate 4.5% among 410,000; activity change, negative = inhibition, % at 57.5 µM; HFF cells, HCMV-luciferase reporter, 72 h; active compounds read low; in the data active = activity change below about -60%; inconclusive = no clear call, values can overlap the other calls; inactive = above about -39%
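Two compound doses tested in HFFs infected with HCMV-luciferase, MOI 1 PFU/cell, 72 h at 37C. Lysate luminescence read with OneGlo; data normalized against buffer-only and 10uM Salinomycin inhibitor controls.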
Tb PYK inh: qHTS of Trypanosoma Brucei Inhibitors. Potency, µM (titrated, usually from 76.8 µM), without a hit: at the top dose activity, negative = inhibition, most hits filed as inhibitors. pyruvate kinase (Trypanosoma brucei), Q57TT1. AID 624173, 2012. TbPYK enzyme, Kinase-Glo Plus ATP luminescence, 45 min. hit rate 0.12% among 410,000; note: potency is the fitted concentration of half-maximal effect; nearly all actives have a fitted effect of over 50% in size
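TbPYK + substrate in 50 mM TEA pH 7.2, 100 mM KCl, 10 mM MgCl2, 0.05% BSA, 0.01% Tween-20; cpd pinned; ADP 130 uM final; 45 min RT; Kinase-Glo Plus 10 min; luminescence endpoint.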
AmpC detergent: qHTS Inhibitors of AmpC Beta-Lactamase (assay with detergent). P00811. AmpC hydrolysis of nitrocefin, absorbance 480 nm, 0.01% Triton. Potency, µM (doses to about 114 µM), for inactives: at the top dose activity change, negative = inhibition, usual class: inhibitors. hit rate 0.041% among 370,000. AID 485294, 2010;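 note: potency is the fitted concentration of half-maximal effect; 0% = no-compound wells and -100% = no-enzyme wells; nearly all actives have a fitted effect of over 25% in size; some results filed as inactive show a strong effect at the top dose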
Target sequence (P00811 whole entry, looked up): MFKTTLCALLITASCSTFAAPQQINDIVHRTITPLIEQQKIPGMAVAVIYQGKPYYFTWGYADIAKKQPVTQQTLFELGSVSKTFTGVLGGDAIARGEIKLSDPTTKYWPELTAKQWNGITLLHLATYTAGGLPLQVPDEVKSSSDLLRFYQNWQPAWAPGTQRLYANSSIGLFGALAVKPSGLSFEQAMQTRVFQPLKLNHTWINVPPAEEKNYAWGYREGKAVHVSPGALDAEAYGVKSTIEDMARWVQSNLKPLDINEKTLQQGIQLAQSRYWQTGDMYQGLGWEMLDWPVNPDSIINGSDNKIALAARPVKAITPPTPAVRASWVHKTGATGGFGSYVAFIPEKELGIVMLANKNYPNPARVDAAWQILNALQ
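AmpC (5.3 nM in the dispensed reagent) in 20 mM phosphate pH 7.0 with 0.01% (detergent screen) or 0.0001% Triton X-100 was preincubated with compounds for 15 min at room temperature. Nitrocefin was then added from an 800 uM solution, and hydrolysis was followed at 480 nm.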
LmPK inhibitor: qHTS Assay for Inhibitors of Leishmania Mexicana Pyruvate Kinase (LmPK) | hit rate 0.37% among 290,000 | purified LmPK, Kinase-Glo ATP luminescence, 1 h | AID 1721, 2009 | Potency, µM (top dose mostly 57.5 µM), for the others: top-dose activity change, negative = inhibition, actives largely listed as inhibitors; note: potency is the fitted concentration of half-maximal effect
Target sequence (Q27686 whole entry, looked up): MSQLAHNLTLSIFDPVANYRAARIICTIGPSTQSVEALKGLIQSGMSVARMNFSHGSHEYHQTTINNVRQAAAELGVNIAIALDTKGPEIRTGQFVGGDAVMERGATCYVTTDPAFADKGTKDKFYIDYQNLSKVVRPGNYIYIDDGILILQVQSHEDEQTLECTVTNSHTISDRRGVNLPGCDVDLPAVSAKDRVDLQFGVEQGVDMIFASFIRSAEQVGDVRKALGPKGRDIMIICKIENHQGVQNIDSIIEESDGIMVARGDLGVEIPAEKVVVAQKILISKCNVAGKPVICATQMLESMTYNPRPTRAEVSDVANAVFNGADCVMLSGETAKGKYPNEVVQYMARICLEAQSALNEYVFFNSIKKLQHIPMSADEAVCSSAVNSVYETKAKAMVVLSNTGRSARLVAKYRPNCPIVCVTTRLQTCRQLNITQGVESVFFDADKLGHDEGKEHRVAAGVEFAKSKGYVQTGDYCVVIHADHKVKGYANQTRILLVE
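Purified LmPK (0.1 nM) converted ADP (0.1 mM) to ATP with PEP (0.5 mM) in imidazole buffer pH 7.2 with KCl and MgCl2, 1 h at room temperature. ATP was read by Kinase-Glo luminescence; data normalized to uninhibited and no-enzyme controls.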
AmpC no deterg: qHTS Inhibitors of AmpC Beta-Lactamase (assay without detergent) | hit rate 0.52% among 330,000 | Potency, µM (series often up to 57.1 µM), without a hit: at the top dose activity change, negative = inhibition, actives largely listed as inhibitors | AmpC nitrocefin hydrolysis, absorbance 480 nm, 0.0001% Triton | P00811;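 note: potency is the fitted concentration of half-maximal effect; plate controls were no compound for no effect and no enzyme for full effect; nearly all actives have a fitted effect of over 20% in size; some results filed as inactive show a strong effect at the top dose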
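AmpC (5.3 nM in the dispensed reagent) in 20 mM phosphate pH 7.0 with 0.01% (detergent screen) or 0.0001% Triton X-100 was preincubated with compounds for 15 min at room temperature. Nitrocefin was then added from an 800 uM solution, and hydrolysis was followed at 480 nm.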
AMA1-RON2 inh: qHTS for Inhibitors of AMA1-RON; Towards Development of Antimalarial Drug Lead: Primary Screen. hit rate 0.2% among 360,000. Plasmodium falciparum AMA1 (3D7) - RON2 peptide interaction. AID 720542, 2013. Potency, µM (highest dose often 58.2 µM), without a hit: at the top dose activity change, negative = inhibition, hits mostly inhibitors. AlphaScreen AMA1-biotinylated RON2 peptide binding;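 note: potency is the fitted concentration of half-maximal effect; 0% = vehicle wells and -100% = peptide control; nearly all actives have a fitted effect of over 45% in size; some results filed as inactive show a strong effect at the top dose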
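AMA1 (3D7) with his tag at 25 nM final met compounds first, then biotinylated RON2 peptide at 25 nM; detection used donor plus acceptor beads, 10 µg/mL apiece, read by AlphaScreen after 30 min at room temperature.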
Starred values were filed as active, the others as inactive; u = inconclusive; x = not tested or not shown; [ ] = another dose, or the depositor's remark. Unless noted, calls come from the whole dose curve; as a rule, active = well fitted curve in the direction sought with a large enough effect; inconclusive = small, poorly fitted or top-dose-only effect, or another doubt; inactive = no such curve, though single readings can be large; an effect the other way counts as inactive or inconclusive. Unless noted, % is set by controls: 0 for no effect and ±100 for the full control effect. Hits appear at their usual frequency; 7.4% or so of the library scored in one or more.

SMILES	Sm TGR inh	HCMV inh	Tb PYK inh	AmpC detergent	LmPK inhibitor	AmpC no deterg	AMA1-RON2 inh
COc1ccc(-c2onc(C)c2C)cc1S(=O)(=O)NCC1CCN(Cc2ccccc2F)CC1	2.1%	0.0	-3.7%[15.4 µM]	-3.2%	x	x	x
O=C(O)c1cccc(-n2c(O)c(C=C3N=c4ccccc4=N3)sc2=S)c1	-3.5%	-31.3	-2.4%	8.2%	2.1%	-42.2%	75.9%[activator]
CCOC(=O)N1CCN(C(=O)CCNS(=O)(=O)c2ccc(C)c(C)c2)CC1	2.0%	16.1	2.5%	-6.5%	x	1.7%	-1.4%
CN(Cc1ccco1)C(=O)CCc1nc2sc3c(c2c(=O)[nH]1)CCCC3	-10.2%	x	8.3%	1.0%	0.5%	-3.4%	-6.7%
CNc1ccccc1NC(=O)CCn1c(=S)oc2ccccc21	2.7%	-14.3	2.9%	9.5%	-2.9%	-7.8%	8.4%
COCc1nnc(NC(=O)CCCOc2ccccc2)s1	2.4%	13.4	-1.7%	-4.3%	-0.2%	-14.1%	-1.4%
O=C(NCc1ccco1)c1ccc(Cn2c(SCc3ccc(F)cc3)nc3cccnc32)cc1	u	-22.3	-0.3%	-6.0%	x	x	x
Cc1ccc(-c2c3c(nc4sc(C(N)=O)c(N)c24)CCC3)cc1	-8.4%	-86.8*	-2.7%	u	-0.1%	63.1%	78.3%[activator]
Cc1c2ccccc2cc(Cc2ccccc2)[n+]1C	-27.1%	-25.2	0.0%	2.4%	1.1%	-14.0%	-5.5%
COc1cc(COCC(O)CN2CCN(Cc3ccc4c(c3)OCO4)CC2)cc(OC)c1OC (stereo not drawn)	9.8%	30.9	5.1%	-1.0%	6.8%	1.5%	-3.6%
Cc1ccc2c(Cl)c(C(=O)NCCCn3ccnc3)sc2c1	-1.8%	3.0	1.7%	u	-0.1%	12.9%	-25.7%
O=C(c1ccccc1-c1ncc[nH]1)N1CCCC(Nc2ccc(F)cc2)C1 (stereo not drawn)	-10.8%	27.7	-1.2%	-3.9%	-12.4%	-8.5%	12.7%
O=C(Nc1cccc(S(=O)(=O)NC2=NCCC2)c1)c1cc(-c2ccccn2)nc2ccccc12	5.7%	0.0	-10.8%	2.4%	6.5%	-16.4%	30.6%[activator]
CCOC(=O)[C@]12Cc3ccccc3[C@H]1N(Cc1ccccc1)C(=O)c1ccccc12	x	-5.4	-4.5%	x	x	x	0.0%
COc1ccccc1N1CCN(C(=O)CCCN2C(=O)c3cccc4cccc(c34)C2=O)CC1	-0.9%	7.5	-3.4%	-0.7%	5.6%	173.8%[activator]	-26.3%
O=c1[nH]c(C2CCN(S(=O)(=O)c3cccc([N+](=O)[O-])c3)CC2)nc2c1nnn2Cc1ccccc1	0.0%	-28.8	-2.1%	-6.1%	-2.2%	-5.9%	-16.2%
CC(=O)c1ccc(S(=O)(=O)NCCOc2ccccc2)cc1	x	u	-5.0%	x	x	x	2.3%
CN(Cc1cccc(Cl)c1Cl)C(=O)c1cccc(S(=O)(=O)N2CCN(Cc3ccccc3)CC2)c1	-13.6%	-35.5	-7.4%	1.2%	0.1%	69.6%[activator]	-13.1%
COc1ccc(NC(=S)NC(=O)/C=C/c2ccco2)c(OC)c1	u	53.4	-1.5%	u	6.7%	-34.1%	16.8%
Cc1cc(OC(C)C(=O)NCc2cccnc2)c2c(C)c(C)c(=O)oc2c1 (stereo not drawn)	1.9%	-29.7	0.5%	-0.8%	1.7%	-1.1%	-3.1%
CCCCn1c(CCC(=O)O)nc2cc(S(=O)(=O)N(CC)CC)ccc21	-10.0%	0.0	-5.8%	6.8%	-5.0%	-10.3%	4.1%
COc1ccc(OC)c(N=Cc2c(O)c3ccccc3oc2=O)c1	-2.1%	55.8	-0.9%	-2.3%	-0.3%	-14.8%	15.6%
COc1ccccc1CNC(=O)COc1ccccc1C(=O)c1cnn(-c2ccccc2)c1	2.4%	58.2	-17.2%	u	x	15.3%	3.8%
CCOC(=O)C1CCN(S(=O)(=O)c2ccc(OCC(=O)OC)cc2)CC1	7.0%	4.1	-5.4%	u	-4.4%	-4.4%	7.7%
O=C(N/N=C/c1cc([N+](=O)[O-])ccc1O)/C(=C\c1cccs1)NC(=O)c1ccccc1	-16.3%	-0.8	-5.4%	-14.5%	-6.0%	-29.7%	-23.3%
CCn1ccnc1CN1CCCC(C(=O)c2ccc(OC)cc2OC)C1 (stereo not drawn)	-8.1%	-3.4	1.7%	1.6%	2.5%	21.0%	-6.7%
CCN1C(=O)[C@H]2[C@@H](c3ccc(-c4ccc(Cl)c(Cl)c4)cc3)N[C@@](C)(C(=O)OC)[C@H]2C1=O	u	-7.8	-8.0%	u	x	24.7%	2.4%
CCN(Cc1ccccc1)C(=O)c1nc(-c2cccc(F)c2)n2c1CCCCC2	-4.3%	-11.9	-0.4%	-5.7%	x	x	x
CCC(CC)C(=O)Nc1cc(C(=O)OC)ccc1C(=O)OC	5.1%	-30.3	-17.0%	1.0%	-1.7%	-8.7%	-2.5%
CC(C)CC(c1nnnn1C(C)C)N1CCN(c2cccc(Cl)c2)CC1 (stereo not drawn)	-0.4%	-2.6	-0.6%	-12.4%	-0.2%	-1.4%	5.9%
CCn1cc(CN(C)C(=O)CSc2nc(-c3ccco3)cc(C(F)(F)F)n2)c(C)n1	x	-23.4	-5.8%	x	x	x	5.1%
O=C(C1COc2ccccc2O1)N1CCc2ccccc2C1 (stereo not drawn)	-1.4%	-9.9	-4.8%	2.6%	3.8%	-10.4%	8.2%
COc1ccc(C2c3ccc(O)cc3Oc3ncn(CCN4CCOCC4)c(=N)c32)cc1OC (stereo not drawn)	5.7%	-8.7	1.4%	5.7%	5.1%	56.6%	2.6%
COCCn1c(-c2ccc(Cl)cc2)nc2oc3cc(OC)ccc3c(=O)c2c1=O	10.5%	-36.0	6.0%	-8.5%	4.2%	6.2%	-2.3%
Cc1ccc(N2CC(O)Cn3c2nc2c3c(=O)[nH]c(=O)n2C)cc1 (stereo not drawn)	-7.8%	56.8	-1.6%	-16.4%	-1.2%	-11.8%	-6.1%
COc1ccc(CCNC(=O)CSCc2ccc(C)cc2)cc1OC	x	4.7	-3.6%	x	x	x	8.8%
COc1ccccc1NC(=O)C1CCN(S(=O)(=O)c2ccc3c(c2)oc(=O)n3C)CC1	1.0%	-5.3	-1.6%	4.8%	x	x	x
Cc1cccc(C(=O)NCC(=O)OCc2nnc(-c3ccccc3)o2)c1	5.5%	16.1	-4.4%	u	x	-39.2%	11.4%
CCOC(=O)C1=C(C)N=c2s/c(=C/c3ccco3)c(=O)n2C1c1cccc(OC)c1 (stereo not drawn)	-35.6%	x	-10.8%	u	6.3%	-39.5%	u
CC1(Cc2cccc(C(N)=O)c2)C(=O)Nc2c(Cl)cccc21 (stereo not drawn)	x	78.3	-3.2%	x	x	x	11.9%

Single entries from the entries so far:
Tb PYK inh, COc1ccc(C2c3ccc(O)cc3Oc3ncn(CCN4CCOCC4)c(=N)c32)cc1OC (stereo not drawn) → 1.4%
Tb PYK inh, Cc1ccc(N2CC(O)Cn3c2nc2c3c(=O)[nH]c(=O)n2C)cc1 (stereo not drawn) → -1.6%

Other structures follow.
SMILES	Sm TGR inh	HCMV inh	Tb PYK inh	AmpC detergent	LmPK inhibitor	AmpC no deterg	AMA1-RON2 inh
CCOC(=O)C1(CCCc2ccccc2)CCN(C2CCC2)CC1	29.1%	-25.5	0.7%	-1.7%	-2.5%	-2.6%	-17.5%
O=C(NCc1ccc2c(c1)OCO2)c1ccc(Br)cc1	0.0%	-19.8	-0.7%	-6.2%	-0.1%	-33.1%	11.0%
CC1(C)Cc2ccccc2-c2nc(CN3CCOCC3)[nH]c(=O)c21	-24.5%	8.0	-1.0%	-4.0%	6.2%	6.7%	15.9%
CCC(C)(C)NC(=O)CN(C(=O)C(=O)Nc1ccc2c(c1)OCCO2)C(C)(C)CC	x	21.3	1.4%	-7.5%	0.1%	27.8%	12.5%
Cc1csc(NC(=O)CSCC(=O)Nc2ccccc2)n1	-7.7%	30.6	-0.6%	1.9%	0.9%	-2.4%	-3.5%
Cc1nc2ccccc2c(=O)n1-n1cnnc1	-115.4%	2.7	0.9%	-1.4%	-3.2%	-8.9%	-2.2%
CCNC(=O)CC1C(=O)N(c2ccc(OC)cc2)C(=S)N1CCc1ccncc1 (stereo not drawn)	1.3%	x	x	4.8%	-5.0%	17.1%	x
CCN(CC)N=Nc1ccc(S(=O)(=O)Nc2c(C)n(C)n(-c3ccccc3)c2=O)cc1	-2.2%	7.8	-2.1%	4.1%	0.2%	-9.5%	-2.0%
CCOc1ccc(S(=O)(=O)NCCC(=O)NCCOc2ccccc2)cc1	-9.1%	-32.2	0.5%	-10.3%	x	-11.4%	0.9%
COc1cccc(CN2CCN(CC(=O)NCCc3ccccc3)CC2)c1	0.0%	-6.3	3.0%	3.4%	-1.7%	45.8%	-14.2%
CCOC(=O)C[C@H]1c2ccc(C(F)(F)F)cc2S(=O)(=O)N1Cc1ccccc1	x	-22.4	-6.4%	x	x	x	5.7%
CCOC(=O)Cn1nnnc1CN(Cc1ccc(OC)cc1)Cc1cc2cc(C)cc(C)c2[nH]c1=O	-14.9%	-3.0	0.4%	0.4%	3.4%	-2.1%	4.7%
O=C(/C=C/c1cccs1)Nc1ccc(S(=O)(=O)Nc2ncccn2)cc1	-19.9%	22.2	-6.5%	0.0%	-18.2%	-23.7%	-2.9%
COc1cccc(/C=C/C(=O)OCC(=O)Nc2ccc(S(=O)(=O)N3CCCC3)cc2)c1	-1.3%	23.2	-4.5%	-8.5%	1.7%	-6.5%	-2.1%
CCCC[C@@H]1CCCO[C@@](C(=O)NCc2ccc(C)o2)(C(F)(F)F)C1	x	6.5	u	x	x	x	18.1%
COCc1nnc(NC(=O)c2ccc(S(=O)(=O)N(C)c3ccccc3)cc2)o1	1.1%	24.1	0.7%	u	5.5%	39.8µM*	50.1%[activator]
